AmpC inh detg = blocks E. coli AmpC beta-lactamase in detergent assay; AID 485294; Potency, µM (series often up to 114 µM), without a hit: at the highest dose activity change, negative = inhibition, actives largely listed as inhibitors; AmpC hydrolysis of nitrocefin, absorbance 480 nm, 0.01% Triton; hit rate 0.041% among 370,000;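 further: potency means the concentration at half of the fitted maximal effect; 0% = no-compound wells and -100% = no-enzyme wells; nearly all actives have a fitted effect of over 25% in size; some results filed as inactive show a strong effect at the top dose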
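20 mM phosphate pH 7.0 + 0.01% (detergent screen) or 0.0001% Triton X-100; 5.3 nM AmpC reagent; cpd preinc 15 min RT; nitrocefin (800 uM stock) to start; A480 q20 s × 4 min; Activity was normalised to no-enzyme and no-compound control wells.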
AmpC inh no detg = AmpC beta-lactamase inhibition without detergent; P00811; AmpC nitrocefin hydrolysis, absorbance 480 nm, 0.0001% Triton; Potency, µM (titrated, usually from 57.1 µM), for the others: top-dose activity change, negative = inhibition, hits mostly inhibitors; hit rate 0.52% among 330,000; AID 485341;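 further: potency means the concentration at half of the fitted maximal effect; plate controls were no compound for no effect and no enzyme for full effect; nearly all actives have a fitted effect of over 20% in size; some results filed as inactive show a strong effect at the top dose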
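20 mM phosphate pH 7.0 + 0.01% (detergent screen) or 0.0001% Triton X-100; 5.3 nM AmpC reagent; cpd preinc 15 min RT; nitrocefin (800 uM stock) to start; A480 q20 s × 4 min; Activity was normalised to no-enzyme and no-compound control wells.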
Sm TGR block = S. mansoni TGR enzyme inhibition; Potency, µM (series often up to 114 µM), for inactives: at the top dose activity change, negative = inhibition, most hits filed as inhibitors; hit rate 3% among 360,000; purified TGR, DTNB reduction, TNB absorbance 405 nm; further: potency means the concentration at half of the fitted maximal effect; nearly all actives have a fitted effect of over 60% in size
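Kinetic colorimetric format: TGR-catalysed, NADPH-driven DTNB reduction monitored via TNB absorbance. Enzyme dispensed at 20 nM; compound exposure 15 min at room temperature before reaction start.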
LmPK inhibitor = blocks Leishmania mexicana pyruvate kinase activity. Q27686. hit rate 0.37% among 290,000. purified LmPK, Kinase-Glo ATP luminescence, 1 h. Potency, µM (doses to about 57.5 µM), without a hit: at the highest dose activity change, negative = inhibition, most hits filed as inhibitors; further: potency means the concentration at half of the fitted maximal effect
Target sequence (Q27686 whole entry, looked up): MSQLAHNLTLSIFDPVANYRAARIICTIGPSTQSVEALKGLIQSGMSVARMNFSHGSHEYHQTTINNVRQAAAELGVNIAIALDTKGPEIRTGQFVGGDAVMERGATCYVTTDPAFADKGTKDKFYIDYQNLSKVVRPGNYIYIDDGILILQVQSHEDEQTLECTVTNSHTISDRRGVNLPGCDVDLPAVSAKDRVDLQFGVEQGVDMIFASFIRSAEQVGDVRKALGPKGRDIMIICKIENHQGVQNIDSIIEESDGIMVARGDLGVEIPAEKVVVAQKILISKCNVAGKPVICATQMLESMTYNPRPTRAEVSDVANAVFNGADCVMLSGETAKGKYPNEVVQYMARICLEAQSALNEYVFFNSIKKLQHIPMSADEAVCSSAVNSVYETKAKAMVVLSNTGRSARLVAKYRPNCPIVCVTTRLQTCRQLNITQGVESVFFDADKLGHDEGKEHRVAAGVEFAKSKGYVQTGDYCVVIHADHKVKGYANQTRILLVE
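Purified LmPK (0.1 nM) with 0.5 mM PEP and 0.1 mM ADP in imidazole buffer pH 7.2 with MgCl2/KCl, 1 h at room temperature. ATP formed was read by luciferase luminescence and normalized to no-enzyme and uninhibited controls.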
AMA1-RON2 inh = inhibitors of Plasmodium falciparum AMA1-RON2 interaction; AlphaScreen AMA1-biotinylated RON2 peptide binding; Potency, µM (titrated, usually from 58.2 µM), for inactives: at the top dose activity change, negative = inhibition, most hits filed as inhibitors; hit rate 0.2% among 360,000; AID 720542;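 further: potency means the concentration at half of the fitted maximal effect; 0% = vehicle wells and -100% = peptide control; nearly all actives have a fitted effect of over 45% in size; some results filed as inactive show a strong effect at the top dose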
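AMA1 (3D7) with his tag at 25 nM final met compounds first, then biotinylated RON2 peptide at 25 nM; detection used donor plus acceptor beads, 10 µg/mL apiece, read by AlphaScreen after 30 min at room temperature.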
TbPYK inhibitor = blocks Trypanosoma brucei pyruvate kinase | Q57TT1 | TbPYK enzyme, Kinase-Glo Plus ATP luminescence, 45 min | Potency, µM (top dose mostly 76.8 µM), without a hit: at the highest dose activity, negative = inhibition, hits mostly inhibitors | hit rate 0.12% among 410,000; further: potency means the concentration at half of the fitted maximal effect; nearly all actives have a fitted effect of over 50% in size
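TbPYK + substrate in 50 mM TEA pH 7.2, 100 mM KCl, 10 mM MgCl2, 0.05% BSA, 0.01% Tween-20; cpd pinned; ADP 130 uM final; 45 min RT; Kinase-Glo Plus 10 min; luminescence endpoint.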
HCMV inh = blocks human cytomegalovirus replication. AID 1259415. HFF cells, HCMV-luciferase reporter, 72 h; stronger effect = lower value. activity change, negative = inhibition, % at 57.5 µM. hit rate 4.5% among 410,000; in the data active means activity change below about -60%; inconclusive means no clear call, values can overlap the other calls; inactive means above about -39%
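Luciferase read-out from HCMV-luciferase-infected HFFs (MOI 1 PFU/cell) 72 h post infection at 37C; compounds added after 16 h cell attachment; activity normalized between buffer-only basal and Salinomycin (10uM) inhibitor controls.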
* hit, by the source's call; ? = inconclusive; nt = not tested or not shown; & = joins results of further samples; [ ] = another dose, or the depositor's remark. Unless noted, the call rests on the fitted dose curve; in most records, active means well fitted curve in the direction sought with a large enough effect; inconclusive means small, poorly fitted or top-dose-only effect, or another doubt; inactive means no such curve, though single readings can be large; an effect the other way counts as inactive or inconclusive. Unless noted, on the % scale 0 is the no-effect control and ±100 the full control effect.

#1 CC(=O)Nc1cccc(-c2ccnc3c2CC(C(=O)NCc2ccco2)O3)c1 (centres undefined)
#2 CN=C1CC(C)(C)CC(=O)/C1=C(/O)CCC(=O)NC
#3 CCN1C(=O)C2C(C1=O)N1C(c3ccccc3)C3C(=O)N(CC)C(=O)C3N1C2c1ccccc1 (centres undefined)
#4 COc1ccc([N+](=O)[O-])cc1NC(=O)Cc1noc2ccccc12
#5 O=C(Cn1nnc(-c2ccc(CN3CCOCC3)cc2)n1)N(c1ccccc1)c1ccccc1
#6 CC(C)(C(=O)N1CCC1(C)C(=O)NS(=O)(=O)c1ccc(C#N)cc1)c1ccccc1 (centres undefined)
#7 CCOC(=O)[C@]12CCC=C1N(Cc1cccc3ccccc13)C(=O)[C@H](CC(=O)N1CCOCC1)C2
#8 CCOc1ccccc1C1C(C(N)=O)=C(C)Nc2nc(-c3ccccc3Cl)nn21 (centres undefined)

compound no.,1,2,3,4,5,6,7,8
AmpC inh detg,nt,7%,-8%,-5%,-4%,nt,nt,?
AmpC inh no detg,nt,-5%,-2%,-11%,4%,nt,nt,-17%
Sm TGR block,nt,-31%,7%,1%,3%,nt,nt,0%
LmPK inhibitor,nt,2%,3%,-3%,-1%,nt,nt,-1%
AMA1-RON2 inh,0%,-4%,?,-11%,-15%,0%,-16%,9%
TbPYK inhibitor,1%,6%,-1%,0%,4%,7%,-13%,-7%&-22%
HCMV inh,?,17,-39,-6,-23,9,-6,94&0

Rewritten with bars between the fields: entries from further up
No. | smiles | AmpC inh detg | AmpC inh no detg | Sm TGR block | LmPK inhibitor | AMA1-RON2 inh | TbPYK inhibitor | HCMV inh
1 | CC(=O)Nc1cccc(-c2ccnc3c2CC(C(=O)NCc2ccco2)O3)c1 (centres undefined) | nt | nt | nt | nt | 0% | 1% | ?
2 | CN=C1CC(C)(C)CC(=O)/C1=C(/O)CCC(=O)NC | 7% | -5% | -31% | 2% | -4% | 6% | 17
3 | CCN1C(=O)C2C(C1=O)N1C(c3ccccc3)C3C(=O)N(CC)C(=O)C3N1C2c1ccccc1 (centres undefined) | -8% | -2% | 7% | 3% | ? | -1% | -39
4 | COc1ccc([N+](=O)[O-])cc1NC(=O)Cc1noc2ccccc12 | -5% | -11% | 1% | -3% | -11% | 0% | -6
5 | O=C(Cn1nnc(-c2ccc(CN3CCOCC3)cc2)n1)N(c1ccccc1)c1ccccc1 | -4% | 4% | 3% | -1% | -15% | 4% | -23
6 | CC(C)(C(=O)N1CCC1(C)C(=O)NS(=O)(=O)c1ccc(C#N)cc1)c1ccccc1 (centres undefined) | nt | nt | nt | nt | 0% | 7% | 9
7 | CCOC(=O)[C@]12CCC=C1N(Cc1cccc3ccccc13)C(=O)[C@H](CC(=O)N1CCOCC1)C2 | nt | nt | nt | nt | -16% | -13% | -6

New compounds follow:
#9 COc1ccc(C(=O)Nc2ccc(-c3ccc(NC(=O)c4ccc(OC)cc4)c(OC)c3)cc2OC)cc1
#10 Cc1ccnc(NC(=O)Nc2ccc(F)cc2)c1
#11 O=C(NNC(=O)c1ccccc1Br)c1cccc(Cl)c1
#12 COc1cc(/C=N/NC(=O)c2cccnc2)ccc1OC(=O)c1ccc2c(c1)OCO2
#13 CCOC(=O)c1cccc(S(=O)(=O)N(CCO)Cc2cc3cc(OC)c(OC)cc3[nH]c2=O)c1
#14 CCOC(=O)/C=c1\s/c(=C(\C#N)C(=O)OCC)n(-c2ccccc2)c1=O
#15 CCc1ccc2oc(-c3cccc(N)c3)nc2c1
#16 CCOC(=O)c1c(C)[nH]c(C(=O)N(C)CC(=O)Nc2ccc(OC)cc2)c1C

compound no.,9,10,11,12,13,14,15,16
AmpC inh detg,-19%,?,-7%,-8%,-14%,3%,-2%,2%
AmpC inh no detg,-33%,-11%,-5%,5%,29%,-28%,-1%,-16%
Sm TGR block,-19%,2%,10%,16%,9%,8%,-17%,0%
LmPK inhibitor,2%,-10%,-2%,0%,-1%,-4%,?,nt
AMA1-RON2 inh,-6%,7%,22%,20%,19%,2%,-8%,0%
TbPYK inhibitor,-10%,1%,1%,3%,2%,-6%,-7%,7%
HCMV inh,-38,43,70,13,16,-28,166,0

#17 O=C(O)CNC(=O)c1ccc(NC(=O)/C(=C/c2ccccc2)NC(=O)c2ccccc2)cc1
#18 COC(=O)[C@]1(C)N[C@H](CN(C)C(=O)C2CCCCC2)[C@@H]2C(=O)N(C)C(=O)[C@@H]21
#19 CCN1C(=O)[C@H]2[C@H]3CN=C(SCc4ccc(C)cc4)N3[C@@](Cc3ccccc3)(C(=O)OC)[C@H]2C1=O
#20 Cc1ccc(-c2nnc(NC(=O)c3c(F)cccc3Cl)s2)cc1
#21 O=C(NCC1CCC(C(=O)O)CC1)c1cccnc1 (centres undefined)
#22 CC1=C(C(=O)NCc2ccccc2C)C2(CCCCC2)OC1=O
#23 CC1CC2=C(C(=O)O1)C(c1ccccc1)Nc1ccccc1N2 (centres undefined)
#24 Cc1ccc(NC2CCCN(C(=O)c3ccccc3-c3ncc[nH]3)C2)cc1C (centres undefined)

compound no.,17,18,19,20,21,22,23,24
AmpC inh detg,3%,nt,nt,-6%,-3%,8%,0%,1%
AmpC inh no detg,-22%,-3%,190%[activator],-19%,-14%,nt,-13%,-8%
Sm TGR block,-17%,nt,nt,1%,16%,5%,-10%,-3%
LmPK inhibitor,-1%,nt,nt,-2%,-7%,nt,-3%,-3%
AMA1-RON2 inh,34%[activator],0%,-5%,23%,20%,nt,22%,1%
TbPYK inhibitor,-6%,0%,-5%,7%,3%,-2%,-8%,-7%
HCMV inh,nt,-28,-8,6,70,18,?,-10

#25 Cc1ccc(CNC(=O)c2cc3c(=O)n(C)c4ccccc4c3n2C)cc1
#26 COc1ccccc1/C=N/NC(=O)CO
#27 CCn1c2ccc(Cl)cc2c2nc3ccccc3nc21
#28 Clc1ccc(Oc2nc(N3CCOCC3)nc(N3CCOCC3)n2)c(C2CCCCC2)c1
#29 CN(C)c1ccc(/C=C(\NC(=O)c2ccccc2)C(=O)NCCCn2ccnc2)cc1

compound no.,25,26,27,28,29
AmpC inh detg,?,-1%,-13%,nt,-5%
AmpC inh no detg,-22%,-37%,0%,nt,-11%
Sm TGR block,9%,2%,28µM*,nt,-11%
LmPK inhibitor,8%,-2%,1%,nt,-4%
AMA1-RON2 inh,23%,-4%,55%[activator],-8%,?
TbPYK inhibitor,-4%,1%,-9%,-1%,-8%
HCMV inh,-6,-23,-3,-38,5
